Luc counter: blocks Kinase-Glo luciferase, a counter-screen artifact. 200,000 tested, 0.28% active. Kinase-Glo luciferase, ATP luminescence, 8 min. Q27757. Potency, µM (top dose mostly 38.3 µM), for inactives: top-dose activity change, negative = inhibition, actives largely listed as inhibitors. AID 1379; also: % is scaled to controls: 0 for no effect and ±100 for the full control effect; nearly all actives have a fitted effect of over 60% in size
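Kinase-Glo luciferase light output from ATP and luciferin was measured with 10 uM ATP, within the enzyme's linear range. Buffer: 50 mM imidazole pH 7.2, 50 mM KCl, 7 mM MgCl2, 0.01% Tween 20, 0.05% BSA; luminescence read after 8 min at ambient temperature.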
KDM4E inh: inhibitors of human JMJD2E histone demethylase | Potency, µM (series often up to 57.1 µM), without a hit: top-dose activity change, negative = inhibition, actives largely listed as inhibitors | 230,000 tested, 1.6% active | JMJD2E catalytic domain, FDH-coupled NADH fluorescence (FDH is formaldehyde dehydrogenase) | B2RXH2; active = well fitted inhibition curve with a large enough effect, not every such curve was filed as active; inconclusive = small, poorly fitted or top-dose-only effect, or another doubt; inactive = no such curve, though single readings can be large or run the other way;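 also: 0% = wells with enzyme and -100% = buffer wells without enzyme; nearly all actives have a fitted effect of over 50% in size; many of its hits are not listed in these tables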
Target sequence (B2RXH2 1-337 limits assumed): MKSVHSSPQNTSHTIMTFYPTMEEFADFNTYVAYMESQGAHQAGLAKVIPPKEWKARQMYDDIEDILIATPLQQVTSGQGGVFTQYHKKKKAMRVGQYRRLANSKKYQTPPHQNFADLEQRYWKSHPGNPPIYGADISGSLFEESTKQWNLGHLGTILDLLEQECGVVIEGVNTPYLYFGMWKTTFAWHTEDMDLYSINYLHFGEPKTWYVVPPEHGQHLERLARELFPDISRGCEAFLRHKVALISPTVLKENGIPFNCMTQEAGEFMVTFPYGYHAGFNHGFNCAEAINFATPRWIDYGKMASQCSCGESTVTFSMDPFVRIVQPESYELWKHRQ
Tau ThT inhib: tau fibrillization inhibition (ThT binding) | P10636 | 270,000 tested, 2.1% active | Potency, µM (highest dose often 57.4 µM), without a hit: at the highest dose activity, negative = inhibition, actives largely listed as inhibitors | recombinant tau K18 P301L (four-repeat tau fragment), heparin-induced fibrillization, ThT fluorescence; also: % is scaled to controls: 0 for no effect and ±100 for the full control effect; nearly all actives have a fitted effect of over 55% in size
Target sequence (P10636 561-689 P618L limits assumed): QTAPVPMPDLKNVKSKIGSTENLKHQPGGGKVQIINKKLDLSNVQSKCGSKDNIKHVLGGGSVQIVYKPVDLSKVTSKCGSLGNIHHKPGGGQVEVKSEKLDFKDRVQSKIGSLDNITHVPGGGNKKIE
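Aggregation was driven by heparin (20 uM final) acting on recombinant tau […] bearing P301L in 100 mM sodium acetate pH 7; fibrils were detected with Thioflavin T.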
SMN2 splice up: enhancers of SMN2 splice variant expression | HEK293 SMN2-luciferase splicing reporter, luminescence, 30-36 h | Potency, µM (doses to about 46.1 µM), without a hit: at the highest dose activity change, positive = activation, most hits filed as activators | 210,000 tested, 2.8% active | AID 1458; also: % of control where 0% means no effect; nearly all actives have a fitted effect of over 55% in size
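HEK293 cells carry an SMN2 […]–luciferase reporter in which exon 7 inclusion puts luciferase in frame. Cells were plated 10-12 h before compound addition, then incubated 30-36 h at 37C. ONE-Glo luminescence was read; sodium butyrate at 4.5 mM final served as control.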
Lamin A splicing: LMNA splicing modulation. HeLa LMNA splicing GFP/RFP minigene ratio, 48 h. Potency, µM (top dose mostly 46.1 µM), inactives show at the highest dose ratio change, negative = inhibition, actives largely listed as inhibitors. 200,000 tested, 0.01% active. AID 1487; active = well fitted inhibition curve with a large enough effect in the signal ratio, with a control signal flat, not every such curve was filed as active; inconclusive = small, poorly fitted or top-dose-only effect, or effect the other way, or a change in a side signal; the % refers to the signal ratio; also: % is scaled to controls: 0 for no effect and ±100 for the full control effect
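Read-out is the ratio of GFP to DsRed2 object intensity, acquired by 488 nm laser-scanning cytometry on HeLa lamin A-EGFP minigene reporter cells. Compound incubation 48 hrs at 37 °C in Opti-MEM with 2% FBS; DMSO 0.5% final.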
ALDH1A1 inh: inhibitors of human aldehyde dehydrogenase 1A1; P00352; Purified ALDH1A1, NADH fluorescence, propionaldehyde substrate; Potency, µM (top dose mostly 75.3 µM), for the others: at the top dose activity, negative = inhibition, hits mostly inhibitors; 220,000 tested, 7.3% active; AID 1030; active = well fitted inhibition curve with a large enough effect, not every such curve was filed as active; inconclusive = small, poorly fitted or top-dose-only effect, or another doubt; inactive = no such curve, though single readings can be large or run the other way;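 also: plate controls were no enzyme wells and a reference inhibitor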
RECQ1 helicase: RECQ1 (human) helicase inhibition; 240,000 tested, 0.54% active; AID 2549; Potency, µM (top dose mostly 57.3 µM), for inactives: at the top dose activity, negative = inhibition, most hits filed as inhibitors; RECQ1 DNA unwinding, red fluorescence kinetic read;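 also: plate controls were vehicle for no effect and no enzyme for full effect; nearly all actives have a fitted effect of over 30% in size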
Target sequence (P46063 whole entry, looked up): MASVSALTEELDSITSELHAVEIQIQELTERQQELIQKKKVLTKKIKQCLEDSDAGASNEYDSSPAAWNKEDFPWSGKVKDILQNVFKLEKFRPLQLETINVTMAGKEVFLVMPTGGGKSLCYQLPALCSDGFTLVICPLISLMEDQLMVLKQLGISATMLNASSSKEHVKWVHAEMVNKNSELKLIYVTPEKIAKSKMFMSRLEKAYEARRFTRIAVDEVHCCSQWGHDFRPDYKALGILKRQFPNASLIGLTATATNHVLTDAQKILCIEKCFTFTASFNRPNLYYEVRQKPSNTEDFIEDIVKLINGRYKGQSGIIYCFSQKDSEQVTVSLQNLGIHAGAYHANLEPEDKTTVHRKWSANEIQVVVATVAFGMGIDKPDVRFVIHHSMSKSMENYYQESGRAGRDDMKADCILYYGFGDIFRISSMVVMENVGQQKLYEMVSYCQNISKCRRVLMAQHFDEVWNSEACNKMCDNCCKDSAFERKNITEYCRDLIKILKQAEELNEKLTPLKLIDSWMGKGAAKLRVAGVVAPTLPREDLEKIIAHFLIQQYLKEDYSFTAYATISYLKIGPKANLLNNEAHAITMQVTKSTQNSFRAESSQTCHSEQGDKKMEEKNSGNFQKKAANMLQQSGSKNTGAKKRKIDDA
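50 nM RECQ1T1 preincubated 15 min with compound in Tris pH 8.0 buffer with MgCl2, DTT, Tween-20 and 2.5 ug/ml poly(dI-dC); started with 200 nM TAMRA/BHQ-2 forked duplex and 2 mM ATP. Unwinding read as fluorescence (525/598 nm), two reads 2 h apart.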
L3MBTL1 block: inhibitors of human L3MBTL1; AID 485360; 230,000 tested, 0.66% active; AlphaScreen L3MBTL1–H3K9me1 peptide binding; Potency, µM (titrated, usually from 57.1 µM), inactives show top-dose activity, negative = inhibition, usual class: inhibitors; Q9Y468; also: % is scaled to controls: 0 for no effect and ±100 for the full control effect; nearly all actives have a fitted effect of over 60% in size
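First, the protein-peptide complex forms for 30 min at room temperature (L3MBTL1 50 nM, biotinylated H3K9me1 peptide 75 nM). Next, compounds are pin-transferred and incubated 30 min. Finally, AlphaScreen beads are added and read after 30 min.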
An asterisk follows results filed as active; i = inactive; ? = inconclusive; nt = not tested or not shown; & = joins results of further samples; [ ] = another dose, or the depositor's remark. Unless noted, calls follow the shape of the dose curve; as a rule, active = well fitted curve in the direction sought with a large enough effect; inconclusive = small, poorly fitted or top-dose-only effect, or another doubt; inactive = no such curve, though single readings can be large; an effect the other way counts as inactive or inconclusive. Potency is read from the fitted curve at half-maximal effect. A portion of the library; count on the stated rates, not on these rows.

SMILES | Luc counter | KDM4E inh | Tau ThT inhib | SMN2 splice up | Lamin A splicing | ALDH1A1 inh | RECQ1 helicase | L3MBTL1 block
CCN(CC(=O)NC)S(=O)(=O)c1ccc(Br)cc1 | 0% | 14% | -3% | ? | -3% | 8% | -6% | nt
CS(=O)(=O)N1CCN(C(=O)c2cc3ccccc3oc2=O)CC1 | 4% | 1% | 5% | 30% | 11% | ? | 9% | nt
CSc1nnc(C)c(/C=C/Nc2ccc(C)cc2)n1 | -2% | -3% | 5µM* | -16% | ? | -3% | 0% | 3%
COc1cc(/C=C2\COC/C(=C\c3cc(OC)c(OC)c(OC)c3)C2=O)cc(OC)c1OC | nt | -6% | 8.9µM* | nt | nt | ? | -13% | -15%
Cc1ccc(S(=O)(=O)N(C)C)cc1NC(=S)NCc1ccco1 | 1% | -5% | -11% | -16% | nt | ? | -2% | nt
Cc1ccc(N2C(S)=C(C#N)C(=O)NC2c2cccs2)cc1 (configuration not stated) | 0% | 10% | 16% | 4.5µM* | ? | 3% | 2% | -7%
CCC(C(=O)Nc1cc(Cl)ccc1OC)c1ccccc1 (configuration not stated) | 0% | 0% | -3% | -7% | ? | 22µM* | -3% | 37%[activator]
O=c1c2ccccc2nnn1COc1cccc2ccccc12 | 0% | -7% | -6% | 18% | nt | ? | -7% | 24%
COC(=O)N/N=C(C)\C=C\c1ccco1 | -8% | -4% | -13% | 4%[1.84 µM] | -8% | ? | -3% | 3%
Cc1ccc(-c2ccc(S(=O)(=O)NCC3CCCO3)cc2)cc1 (configuration not stated) | 2% | 12% | -3% | nt | nt | 0% | -9% | 1%
COc1ccc(-c2cn(/N=C/c3ccc(Cl)cc3Cl)c(N)n2)cc1 | -4% | 1% | ? | -26% | ? | ? | i | nt
C(=N\n1cncn1)/c1ccc(N2CCOCC2)cc1 | 0% | ? | -11% | -18% | 0% | ? | -1% | 6%
COc1ccc(S(=O)(=O)NCCSc2ccccc2)cc1OC | 1% | 2% | 5% | 2% | -1% | ? | i | nt
CC(=O)N1CSCC1C(=O)NNS(=O)(=O)c1ccccc1 (configuration not stated) | nt | -2% | 5% | nt | nt | nt | -2% | 7%
O=C(NC(=S)Nc1nc2ccccc2s1)c1ccco1 | -5% | -6% | ? | 11µM* | ? | ? | -6% | -5%
COc1ccc([N+](=O)[O-])cc1NC(=O)CCN1CCN(CCO)CC1 | 0% | -3% | -3% | 16% | -4% | ? | 3% | 7%
COc1cc(C(=O)OC2CC[C@]3(C)C4CCC5[C@]6(O)CC(O)[C@]7(O)C(CN8CC(C)CCC8[C@]7(C)O)[C@]6(O)C[C@@]53O[C@]24O)cc(OC)c1OC (some centres not stated) | -4% | 14% | -12% | -9% | -10% | 2% | i | nt
COCCNC(=O)CCC(=O)NNc1nc2ccccc2c2nc(-c3ccccc3)nn12 | -1% | -1% | -10%&2% | 2%&18% | nt | -11% | 8% | nt
COCCCN(C(=S)Nc1ccc(OC)cc1)C(C)c1ccncc1 (configuration not stated) | -1% | 9% | 1% | -37% | 14%[46 µM] | 8% | i | nt
Cc1ccc(N2CCC(N3CCN(C4CCCCC4)C(CCO)C3)CC2)cc1 (configuration not stated) | nt | -2% | -9% | nt | nt | -3% | i | -8%
CCOC(=O)N1CCC(NC(=O)c2cc(C(=O)NC3CCN(Cc4ccccc4)CC3)ccc2CO)CC1 | 2% | 1% | -5% | -20% | nt | 0% | -12% | nt
Cc1ccc(F)cc1NC(=O)C12CC3CC(C1)CC(n1cnc([N+](=O)[O-])n1)(C3)C2 | -1% | 1% | -6% | -15% | 0% | 18% | -16% | -1%
O=C(Nc1ccccc1)ON=C1CCCC1 | -19% | 10% | -10% | 20µM* | -5% | -89% | -1% | -1%
CN(CP(=O)(O)CCc1ccccc1)S(C)(=O)=O | -5% | -3% | -1% | -2% | 12% | 6% | i | 3%
NC(=O)c1ccccc1OCC(=O)NS(=O)(=O)c1ccccc1 | 7% | 9% | -8% | 9% | -1% | 2% | -1% | 11%
Cc1nn(-c2ccccc2)c(C)c1/C=N/Nc1nc2ccccc2[nH]1 | 10µM* | 2% | -2% | 3.2µM* | ? | -7% | -13% | -16%
CCn1ccnc1CN(C)Cc1cn(-c2cc(C)ccc2C)nc1-c1ccccc1 | nt | ? | -10% | nt | nt | 28µM* | i | -22%
CCCCC(C(=O)NCCC(C)C)N(CCCN1CCOCC1)C(=O)c1snc(C(N)=O)c1N (configuration not stated) | -5% | ? | -12% | 29% | 6% | ? | -2% | 3%
O=C(CSc1nnc(-c2ccccc2)c(-c2ccccc2)n1)NCc1ccco1 | 3% | 3% | -9% | -3% | ? | -8% | -1% | -2%
Brc1cccc(-c2nnc3sc(CN4CCCCC4)cn23)c1 | -1% | 11% | -5% | 9% | 3% | 0% | i | -1%
O=S(=O)(c1ccccc1)N1CCN(C(=S)Nc2ccc(F)cc2)CC1 | 1% | -1% | 7% | 14% | ? | -4% | -1% | -2%
CCN(CC)S(=O)(=O)c1cc(NC(=O)CSc2nc3c(cc2C#N)C(=O)CC(C)(C)C3)ccc1C | 3% | -2% | 2% | -72%[inhibitor] | ? | ? | -6% | -2%
O=C1NC(=O)C2C1C(c1ccc([N+](=O)[O-])cc1)=NN2Cc1ccccc1 (configuration not stated) | 3% | -9% | ? | 12% | -3%[46 µM] | ? | -5% | -9%
Cc1ccccc1Cc1c(C)nc2c(C(=O)NCc3ccc4c(c3)OCO4)cnn2c1C | -1% | ? | -16% | -11% | ? | ? | -2% | -6%
O=C(CSc1nc2ncccc2[nH]1)Nc1ccc2c(c1)OCCO2 | 1% | 4% | -8% | -2% | -12% | ? | -1% | 3%
Cc1cccn2cc(CCNS(=O)(=O)c3ccc([N+](=O)[O-])cc3)nc12 | 1% | 10% | -6% | -9% | 5% | 5% | 2% | 6%
Cn1cnnc1SCC(=O)Nc1nc(-c2ccccc2)cs1 | -4% | 5% | -15% | nt | ? | 6% | -4% | -6%
COc1ccc(-c2ccc(C(=O)O)c(=O)[nH]2)cc1 | 0% | ? | 4% | ? | -5%[9.22 µM] | ? | -1% | 2%
C=CCn1c(C(C)NC(=O)COC)nc2ccccc21 (configuration not stated) | -2% | 3% | -2% | 9% | 4% | 2% | -10% | 12%
COc1nc(-c2ccc(Cl)cc2)nnc1C | -5% | -9% | 4% | 4% | nt | 4% | i | 8%

Part of the list above, reduced to Lamin A splicing.
Molecule	Lamin A splicing
O=C(CSc1nc2ncccc2[nH]1)Nc1ccc2c(c1)OCCO2	-12%
Cc1cccn2cc(CCNS(=O)(=O)c3ccc([N+](=O)[O-])cc3)nc12	5%
Cn1cnnc1SCC(=O)Nc1nc(-c2ccccc2)cs1	?

Further structures follow.
SMILES | Luc counter | KDM4E inh | Tau ThT inhib | SMN2 splice up | Lamin A splicing | ALDH1A1 inh | RECQ1 helicase | L3MBTL1 block
O=c1cnc2cnc(N3CCOCC3)nc2n1Cc1ccc(F)cc1 | -1% | nt | nt | 2% | nt | ? | -10% | nt
O=C(NC1CCCCC1)C(c1ccccn1)N(C(=O)Cc1cccs1)c1ccc(Cl)cc1 (configuration not stated) | -1% | 0% | -4% | -23% | 3% | 10% | 0% | 2%
Fc1ccc(C(c2nnnn2Cc2ccco2)N2CCN(C3CCCCC3)CC2)cc1 (configuration not stated) | -1% | 6% | -5% | nt | -1% | ? | 0% | nt
COCCCN(C(=O)Nc1ccccc1)C(C)c1ccncc1 (configuration not stated) | 6% | 0% | -11% | -4% | -3% | -2% | -1% | 1%
O=C(O)c1[nH]c2ccccc2c1NS(=O)(=O)Cc1ccccc1 | 1% | ? | -12% | ? | 10% | ? | i | nt
CC(=O)Nc1sc2c(c1C#N)CCCC2 | 11% | 0% | -3% | -5% | 13% | -3% | i | nt
Cc1ccc(-c2nnc(SCC(=O)N/N=C/c3cccs3)n2-c2ccc(C)cc2)cc1 | 0% | 4% | 11% | -16% | -3% | 2% | 5% | 0%
CCOC(=O)C1(Cc2ccc(OC)cc2)CCN(S(C)(=O)=O)CC1 | -1% | -4% | -1% | nt | nt | 18% | -3% | -8%
CSc1nnc(C(C)c2ncc(C(F)(F)F)cc2Cl)n1C (configuration not stated) | 1% | 3% | -8% | 10% | nt | -4% | i | nt
CCC(Sc1nc(C)cc(=O)[nH]1)C(=O)Nc1nc2c(s1)CCCC2 (configuration not stated) | 1% | 3% | -2% | 1% | 13% | 2% | -17% | -13%
Cc1[nH]n(C2=NCCS2)c(=O)c1N=Nc1cccc(C(F)(F)F)c1 | 4% | ? | 13µM* | -47%[inhibitor] | ? | 4% | i | 10%
O=C(COC(=O)c1ccc(NS(=O)(=O)c2cccs2)cc1O)Nc1nc2ccccc2s1 | 3% | ? | 15% | nt | nt | ? | -13% | -13%
COc1cc(/C=N/NC(=O)C(Cc2c[nH]c3ccccc23)NC(=O)OCC(C)C)cc([N+](=O)[O-])c1O (configuration not stated) | -2% | 1% | 14µM* | 0%[1.84 µM] | -12% | ? | -1% | -20%
CSc1nnc(-c2cccc(C)c2)n1N | -2% | 1% | -19% | nt | -6% | 4% | -8% | nt
O=C(CSCc1ccccc1)Nc1ccc(F)c(F)c1 | -1% | -14% | -16% | ? | -10% | ? | 3% | 9%
COc1ccc(C2(C(=O)NC3CCCCC3)CCOCC2)cc1OC | -1% | -1% | -11% | 2% | 8% | 1% | -6% | nt

Some of these compounds in order of their number in SMN2 splice up, highest first:
Molecule	KDM4E inh	Tau ThT inhib	SMN2 splice up	Lamin A splicing	ALDH1A1 inh	RECQ1 helicase	L3MBTL1 block
O=C(Nc1ccccc1)ON=C1CCCC1	10%	-10%	20µM*	-5%	-89%	-1%	-1%
Cc1ccc(N2C(S)=C(C#N)C(=O)NC2c2cccs2)cc1 (configuration not stated)	10%	16%	4.5µM*	?	3%	2%	-7%
Cc1nn(-c2ccccc2)c(C)c1/C=N/Nc1nc2ccccc2[nH]1	2%	-2%	3.2µM*	?	-7%	-13%	-16%

High-throughput results from PubChem BioAssay.
